Screens: PubChem BioAssay, several laboratories
FadD28 FP inh: blocks FadD28 binding to the bisubstrate probe | fluorescence polarization | inhibition, % at 12.5 µM | actives 0.22% (n = 360,000) | AID 588549; in the data active = inhibition above about 8.5%, passing the limit was not always enough; inconclusive = no clear call, values can overlap the other calls
DUSP3 inh: inhibitors of human VHR1 phosphatase (DUSP3). recombinant VHR phosphatase, pNPP absorbance. P51452. inhibition, % at 13.3 µM. AID 1654. actives 0.52% (n = 290,000); in the data active = inhibition above about 50%; also: some compounds called inactive have numbers as strong as hits
Target sequence (P51452 whole entry, looked up): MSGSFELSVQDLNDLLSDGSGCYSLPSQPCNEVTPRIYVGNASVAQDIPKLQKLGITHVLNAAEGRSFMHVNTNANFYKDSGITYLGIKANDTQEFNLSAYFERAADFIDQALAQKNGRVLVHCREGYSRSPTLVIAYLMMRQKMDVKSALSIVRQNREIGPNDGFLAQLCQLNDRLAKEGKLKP
CCHF vOTU inh: CCHFV vOTU protease inhibition. inhibition, % at 11.5 µM. AID 651958. Pep-AMC fluorescence. actives 0.55% (n = 370,000); also: 0% = vehicle wells with enzyme and 100% = no enzyme wells
BoNT F protease: inhibitors of Botulinum neurotoxin F light chain protease; Multiplex microsphere protease cleavage assay, flow cytometry; actives 0.22% (n = 360,000); inhibition, % at 10 µM; in the data active = inhibition above about 35%, passing the limit was not always enough; inconclusive = no clear call, values can overlap the other calls; also: plate controls were buffer without enzyme for full effect and enzyme alone for no effect
GDH-TPI inh: inhibits GDH-TPI coupling enzymes, artifact for Mtb FBA screen | GDH-TPI coupled enzyme counterscreen, NADH absorbance | inhibition, % at 4.8 µM | actives 1.2% (n = 360,000);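 also: 0% = DMSO wells and 100% = wells lacking the enzyme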
BioA inh: inhibitors of Mycobacterium tuberculosis BioA enzyme. actives 0.096% (n = 360,000). purified M. tuberculosis BioA enzyme, plate reader. AID 602481. inhibition, % at 9.99 µM; in the data active = inhibition above about 40%; inconclusive = no clear call, values can overlap the other calls
Rv3671c protease: inhibits the M. tuberculosis serine protease Rv3671c | AID 2606 | actives 0.048% (n = 320,000) | P9WHR9 | inhibition, % at 5.96 µM; in the data active = inhibition above about 38%;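 also: extracellular domain of Rv3671c used as enzyme; 0% = enzyme with DMSO and 100% = no enzyme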
Target sequence (P9WHR9 whole entry, looked up, the tested form may be a part): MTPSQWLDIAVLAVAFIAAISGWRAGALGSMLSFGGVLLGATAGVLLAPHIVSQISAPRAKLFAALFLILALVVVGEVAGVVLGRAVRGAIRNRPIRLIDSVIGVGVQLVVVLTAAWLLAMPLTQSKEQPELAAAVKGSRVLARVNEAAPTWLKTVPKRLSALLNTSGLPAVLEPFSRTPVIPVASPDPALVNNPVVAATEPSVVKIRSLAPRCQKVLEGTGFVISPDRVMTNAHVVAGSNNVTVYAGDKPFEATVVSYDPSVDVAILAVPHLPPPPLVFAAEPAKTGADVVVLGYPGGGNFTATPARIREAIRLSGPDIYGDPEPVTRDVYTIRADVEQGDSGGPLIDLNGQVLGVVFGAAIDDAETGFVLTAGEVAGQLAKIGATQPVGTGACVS
FBA Mtb inh: inhibits M. tuberculosis FBA enzyme; P9WQA3; purified M. tuberculosis FBA, fluorescence read-out; inhibition, % at 1 µM; actives 2.3% (n = 360,000); in the data active = inhibition above about 27%;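 also: 0% = vehicle and 100% = reference inhibitor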
UGM FP inh: Mtb UDP-galactopyranose mutase inhibition; AID 504406; P9WIQ1; purified UGM, fluorescence polarization probe displacement; inhibition, % at 10 µM; actives 0.06% (n = 320,000); in the data active = inhibition above about 10%, passing the limit was not always enough; inconclusive = no clear call, values can overlap the other calls
MazEF act: MazEF (E. coli) toxin RNase activation; P0AE70; FAM/BHQ RNA-DNA oligo cleavage fluorescence, 5 h; activation, % at 20 µM; actives 0.32% (n = 350,000); in the data active = activation above about 50%
Target sequence (P0AE70 whole entry, looked up): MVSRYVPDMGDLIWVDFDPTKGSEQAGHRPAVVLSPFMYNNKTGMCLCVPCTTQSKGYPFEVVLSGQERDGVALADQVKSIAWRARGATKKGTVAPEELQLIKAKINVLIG
* hit, by the source's call; ? = inconclusive; / = not tested or not shown; & = joins results of further samples. Rule as the data show it, unless noted: active = inhibition above about 30%; inactive = the rest.

SMILES	FadD28 FP inh	DUSP3 inh	CCHF vOTU inh	BoNT F protease	GDH-TPI inh	BioA inh	Rv3671c protease	FBA Mtb inh	UGM FP inh	MazEF act
CC(C)NC(=S)N(CCc1ccncc1)C(C)C	-2.7	-2	-6	0	0	-0.7	-9	0	2.4	2
Cn1c(=O)[nH]c(N)c(Br)c1=O	-1.0	/	-9	-7	7	0.4	/	-3	/	1
COc1ccc(NC(=O)Nc2cccc3c2O[C@@H](CN(C)S(=O)(=O)c2cn(C)cn2)[C@@H](C)CN([C@H](C)CO)C3=O)cc1	-0.8	/	-11	1	8	-0.2&-2.7	-5	-2	2.9	6
COC(=O)c1cccc(-n2c(C)cc(/C=C3\SC(=O)NC3=O)c2C)c1	2.5	/	8	2	29	1.0	/	1	/	3
CCCOc1cc(CC(=O)NCc2ccco2)ccc1OC	-2.0	-4	8	4	8	-0.7	-3	-6	-2.0	2
COc1cc2ccccc2cc1C(=O)NC(=S)Nc1ccc(C(=O)O)cc1	-3.7	4	-6	0	10	-0.4	-8	0	-0.2	-3
COc1ccccc1N(CCC#N)C(=O)CSc1nc(-c2ccccc2)cn1N	-1.2	32	-16	-23	6	-2.9	0	3	0.7	-16
CCOC(=O)c1c(NC(=O)c2c(Br)cnn2C)c(C#N)nn1-c1ccccc1	-3.4	10	-20	-16	7	0.1	-7	4	-0.1	0
O=C(COC(=O)Cc1ccc(Br)cc1)NCc1ccccc1	-2.5	/	13	3	1	-0.5	/	-1	/	-4
Cc1ccccc1OCC(O)CNC1CCC(NCC(O)COc2ccccc2C)CC1 (centres undefined)	-2.2	/	9	-79	0	-0.5	1	3	-1.4	22
O=C(CN(c1ccccc1Cl)S(=O)(=O)c1ccccc1)NC1CC2CCC1C2 (centres undefined)	-3.6	/	10	-10	-1	/	/	0	/	2
C=CCNc1nc(Cl)nc(Nc2ccc([N+](=O)[O-])cc2)n1	1.0	33	-7	2	14	/	-15	-2	-1.6	-8
Cc1ccc(-n2c(N)c(C(=O)N3CCOCC3)sc2=S)cc1	-2.0	12	5	-10	18	-0.4	2	0	0.7	2
CC(C)C(NC(=O)c1ccccc1)C(=O)N/N=C\c1ccco1 (centres undefined)	-3.3	-5	-10	1	-5	/	3	2	-2.0	4
COC(=O)c1ccc(SCC(=O)N2CCC(C)CC2)c([N+](=O)[O-])c1	-4.5	-13	2	-2	-6	/	-1	-2	0.7	-4
CC(=O)Nc1c(Cl)cc2c(c1Cl)Cc1ccccc1-2	-4.5	/	13	-4	6	-0.9	/	3	/	10
COc1cccc2[nH]c(C(=O)NCC3CCCO3)cc12 (centres undefined)	-0.5	1	-8	-10	-7	-2.0	7	32*	-1.8	-9
COc1ccc(N/C(=N\c2nc(C)cc(C)n2)NC(C)=O)cc1OC	-1.6	-4	14	-6	-1	1.5	2	2	0.4	-4
Cc1ccc(Cl)cc1NC(=O)C1CCN(S(C)(=O)=O)CC1	-1.1	21	13	-1	3	/	5	3	0.2	6
c1ccc2c(c1)nc1n2CCC1	-0.2	/	-5	3	8	-2.7	/	3	/	0
CCOC(=O)c1cc[n+](CC(=O)c2ccc(F)cc2)cc1	-2.6	-7	13	2	-1	-0.3	1	7	-1.9	7
Cc1cc(OCc2ccc(C(=O)NN=C3CCCC3)cc2)ccc1Cl	-1.8	2	14	-5	6	/	1	-1	-4.0	-11
CC(C)(C)c1cc(NC(=O)c2c(F)cccc2Cl)n(-c2ccccc2)n1	-4.5	36	0	1	7	0.6	-1	0	2.0	-16
Cc1cc2oc(C(=O)NCCc3ccc(S(N)(=O)=O)cc3)c(C)c2cc1C	4.7	8	-2	0	1	/	-83	2	0.2	-40
COc1cccc(S(=O)(=O)N(C)C[C@@H]2Oc3cc(Br)ccc3S(=O)(=O)N([C@@H](C)CO)C[C@@H]2C)c1	-0.2	/	7	-2	0	-1.5	/	-1	/	9

2 of these compounds, reformatted:
Structure | FadD28 FP inh | DUSP3 inh | CCHF vOTU inh | BoNT F protease | GDH-TPI inh | BioA inh | Rv3671c protease | FBA Mtb inh | UGM FP inh | MazEF act
c1ccc2c(c1)nc1n2CCC1 | -0.2 | / | -5 | 3 | 8 | -2.7 | / | 3 | / | 0
CCOC(=O)c1cc[n+](CC(=O)c2ccc(F)cc2)cc1 | -2.6 | -7 | 13 | 2 | -1 | -0.3 | 1 | 7 | -1.9 | 7

The list goes on:
SMILES	FadD28 FP inh	DUSP3 inh	CCHF vOTU inh	BoNT F protease	GDH-TPI inh	BioA inh	Rv3671c protease	FBA Mtb inh	UGM FP inh	MazEF act
CCN(c1cccc(C)c1)S(=O)(=O)c1cn(CC(=O)OC)c2ccc([N+](=O)[O-])cc12	-2.7	18	12	12	16	1.4	-13	-3	0.8	-5
COc1cc(/C=C/C(=O)Nc2nnc(CC(C)C)s2)cc(OC)c1OC	-2.8	10	-20	-2	10	/	-3	6	-1.7	-7
CC(C)NC(=O)CN1C(=O)C(C)(C)Oc2ccc(C(=O)NC3CCCCC3)cc21	-0.5	27	-2	-2	5	-1.8	16	0	-1.7	14
CCOC(=O)CSc1nc2ccccc2c(=O)n1CC1CCC(C(=O)NCc2ccco2)CC1 (centres undefined)	-4.6	11	7	2	8	-1.0	-17	-3	2.7	6
Cc1cc(C)c(NC(=O)C2CCN(c3cnccn3)CC2)c(C)c1	-3.5	18	7	6	-1	-0.6	1	0	4.0	1
CCOC(=O)c1sc(-c2ccc(Cl)cc2)nc1O	-2.4	6	-2	?	-8	-2.6	-7	2	-0.5	-4
Cc1cccc(N2CC(C)Cn3c2nc2c3c(=O)[nH]c(=O)n2C)c1 (centres undefined)	-0.4	-38	8	-1	12	/	0	1	1.4	6
COc1ccc(C)cc1S(=O)(=O)NC1CCCCC1	-0.2	22	4	7	2	0.3	-1	0	-0.6	3
COCCNC(=O)c1cc2nc(-c3ccc(F)cc3)cc(C(F)(F)F)n2n1	1.6	48	-6	-5	1	/	9	3	-1.6	18
CC(=O)Nc1nc(C)c(Oc2ccc(Cl)cc2)c(=O)[nH]1	0.3	10	-16	?	-6	-0.8	4	2	3.6	1
N#Cc1ccc(CSc2nnc(-c3cccs3)n2-c2ccccc2)cc1	-3.8	13	-7	5	-4	7.5	-18	0	0.1	1
COC(=O)c1ccc(CNC(=O)Cn2cnc3c(NCc4ccccc4)ncnc32)cc1	0.1	/	-2	-4	15	-3.0	/	2	/	-2
COc1ccc(S(=O)(=O)N2CCCC2)c(Cl)c1Cl	-1.0	8	10	-7	-2	/	1	7	4.2	0
COc1ccc(-c2sc3cc4c(cc3c2-c2ccc(OCCN3CCOCC3)cc2)OCO4)cc1	-1.2	/	-2	-2	7	-1.3	10	1	-1.4	1
COc1ccc(CCN2C(=O)CSC2c2ccc(OC)c(OC)c2)cc1OC (centres undefined)	-1.0	28	-11	3	3	9.3	0	3	-0.9	6
Nc1nc(SCC(=O)OCc2ccccc2)[nH]c(=O)c1NC(=O)c1ccco1	-1.7	-5	1	1	-2	-0.8	4	0	2.8	-2
CC(=O)c1ccc(N(C(=O)CS(=O)CC(=O)Nc2ccc(F)cc2)C(C(=O)NC2CCCCC2)c2cccs2)cc1 (centres undefined)	0.4	14	9	-2	-5	/	-3	3	0.0	-9
COc1cc(Br)cc(C(c2c(C)n(C)n(-c3ccccc3)c2=O)c2c(C)n(C)n(-c3ccccc3)c2=O)c1O	-2.4	/	-1	1	-1	-0.4	3	-1	4.0	9
N#Cc1nc(-c2ccco2)oc1N1CCc2ccccc2C1	0.1	0	-13	-4	23	/	3	46*	0.7	0
COc1ccc(NC(=O)C2(C)CCN2Cc2ccc(OC(F)(F)F)cc2)cc1OC (centres undefined)	-0.7	/	26	-8	1	1.2	/	-2	/	/
CC1CCCC(NC(=O)CNC(=O)c2cccs2)C1C (centres undefined)	-1.2	/	5	19	10	-0.8	-3	4	-3.9	3
CCn1c(SCC(=O)Nc2ccc3c(c2)OCCO3)nnc1-c1c[nH]c2ccccc12	1.4	16	9	4	4	-0.4	0	2	-0.9	8
Nc1nnc(SCC(=O)Nc2cc(C(F)(F)F)ccc2N2CCOCC2)s1	-1.5	-4	12	0	3	13	4	1	/	-2

In the list so far, these have an aryl thioether with sulfur outside any ring:
SMILES	FadD28 FP inh	DUSP3 inh	CCHF vOTU inh	BoNT F protease	GDH-TPI inh	BioA inh	Rv3671c protease	FBA Mtb inh	UGM FP inh	MazEF act
COc1ccccc1N(CCC#N)C(=O)CSc1nc(-c2ccccc2)cn1N	-1.2	32	-16	-23	6	-2.9	0	3	0.7	-16
COC(=O)c1ccc(SCC(=O)N2CCC(C)CC2)c([N+](=O)[O-])c1	-4.5	-13	2	-2	-6	/	-1	-2	0.7	-4
CCOC(=O)CSc1nc2ccccc2c(=O)n1CC1CCC(C(=O)NCc2ccco2)CC1 (centres undefined)	-4.6	11	7	2	8	-1.0	-17	-3	2.7	6
N#Cc1ccc(CSc2nnc(-c3cccs3)n2-c2ccccc2)cc1	-3.8	13	-7	5	-4	7.5	-18	0	0.1	1
Nc1nc(SCC(=O)OCc2ccccc2)[nH]c(=O)c1NC(=O)c1ccco1	-1.7	-5	1	1	-2	-0.8	4	0	2.8	-2
CCn1c(SCC(=O)Nc2ccc3c(c2)OCCO3)nnc1-c1c[nH]c2ccccc12	1.4	16	9	4	4	-0.4	0	2	-0.9	8
Nc1nnc(SCC(=O)Nc2cc(C(F)(F)F)ccc2N2CCOCC2)s1	-1.5	-4	12	0	3	13	4	1	/	-2
